Dicer inh = inhibitors of human Dicer processing of pre-microRNA; cat-ELCCA pre-miR-21 Dicer processing, chemiluminescence; active compounds read high; Q9UPY3; z-score at 25 µM; 47,000 compounds, 6% hits; AID 1347074; in the data active = z-score above about 3, passing the limit was not always enough;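 also: plate controls were vehicle for no effect and no enzyme for full effect; higher signal means more uncleaved substrate so more Dicer inhibition; strong numbers were not always called active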
Starred values were filed as active, the others as inactive.

SMILES	Dicer inh
Cc1cc(C)c(NC(=S)NC(C)(C)CO)c(C)c1	-0.76
COc1cc(C=Nc2ccc(Cl)cc2)ccc1OC(=O)/C=C/c1cccs1	8.2
COc1ccccc1CNc1ncc(-c2ccccc2)n1C	1.5
CCCCCCCn1c(SCC(N)=O)nc2c1c(=O)[nH]c(=O)n2C	1.4
CC(C)(C)c1ccc(Oc2c(C(F)(F)F)oc3cc(O)ccc3c2=O)cc1	-0.26
NC(=O)CC(CC(N)=O)c1c(Cl)cccc1Cl	1.8
COc1ccc(C2C3=C(CC(C)(C)CC3=O)NC3=C2C(=O)CC(C)(C)C3)cc1	1.1
CC(=O)c1ccccc1OC(=O)c1ccccc1Cl	1.1
CCCCCc1ccc(-c2nc(SCC(=O)c3ccccc3)n[nH]2)cc1	5.7
Cc1cccc2[nH]c(SCc3cc4c(cc3Cl)OCO4)nc12	0.52
CCOC(=O)C1(C(F)(F)F)N=C(N(C)C)Oc2c1c(C)nn2-c1ccccc1 (configuration not stated)	-1.8
C=CCSc1nnc2c(n1)OC(c1ccc(OC(C)=O)c(OCC)c1)N(C(C)=O)c1ccccc1-2 (configuration not stated)	0.64
CCOc1ccc(-c2cc(=O)c3cc(O)ccc3o2)cc1	1.3
NC1CCN(c2ncc(C(F)(F)F)cc2Cl)CC1	-0.43
O=C(CSc1nnc2ccc3ccccc3n12)c1ccccc1	-0.65
Cc1[nH][nH]c(=O)c1C(c1ccc(OCc2ccccc2Cl)cc1)c1c(C)[nH][nH]c1=O	-6.6
N#Cc1c(NCc2cccs2)ccc([N+](=O)[O-])c1NCc1cccs1	0.48
Cc1cccc(NC(=S)N/N=C\c2cccc3ccccc23)c1C	-0.02
O=C(CN1CCCCC1)Nc1nc(-c2ccc(Cl)cc2)cs1	-0.4
Cc1oc2cc(Br)c(OCC(=O)OC(C)(C)C)cc2c1C(=O)OC(C)C	0.05
C=CCOc1ccc(C2c3c(oc4ccccc4c3=O)C(=O)N2c2nnc(C(C)C)s2)cc1 (configuration not stated)	0.45
Nc1nc(SCC(=O)NCCCN2CCOCC2)nc2sc3c(c12)CCC3	-0.03
CCOC(=O)N1CCc2c(sc3c2C(=O)NC(c2cc4c(cc2Br)OCO4)N3)C1 (configuration not stated)	-1.8
Cc1cc(C)c(C(=O)Nc2ccc(C)c(C)c2)c(CC(C)(C)C(=O)O)c1	-0.57
COc1ccc(CN2CCC(N3CCN(CCO)CC3)CC2)c(OC)c1	1.4
S=C1NN=C(c2ccccc2)CS1	-6.9
Nc1nc(-c2cccnc2)nn1C(=O)c1ccc(Cl)cc1	-0.49
COC(=O)c1sc2cc(Cl)ccc2c1OC(C)C	2
COc1cc(OC)c(C2Nc3cccc4cccc(c34)N2)c(OC)c1	1.8
Sc1oc(-c2ccccc2)cc1C=Nc1ccccc1Cl	1.5
Cc1onc(-c2c(Cl)cccc2Cl)c1CSC(=S)N(C)C	6.6*
O/N=C(\c1ccccc1)c1ccc(Cl)cc1	0.89
CN(C)CC/C=C1\c2ccccc2Sc2ccc(Cl)cc21	1.8
Cc1c(C(=O)OCCOc2ccccc2)sc(=S)n1C	-0.17
N#C/C(=C\N1CCc2ccccc21)C(=O)c1ccccc1	1.5
Oc1cc2c(cc1O)CN(C(=S)NCCc1ccc(Cl)cc1)CCC2	1.2
c1ccc(-c2cc3ncnc(NCc4ccc5c(c4)OCO5)c3s2)cc1	-1.7
Cc1cc2c(cc1C)NC(c1c(F)cccc1F)C1=C(CC(C)(C)CC1=O)N2 (configuration not stated)	1.4
Cc1ccc(C(=O)N2CCCCC2C(=O)O)o1 (configuration not stated)	1.2
Cc1ccccc1-n1c(C)nc2ccccc21	1.7
N/C(=N\OC(=O)Nc1ccc(Cl)cc1)c1nccnc1Oc1cccc(C(F)(F)F)c1	0.09
CN1C(=O)c2cccc3c(N4CCOCC4)ccc(c23)C1=O	-0.43
COc1ccc(Oc2sccc2[N+](=O)[O-])cc1	0.72
CCc1ccc(-c2nnc(-c3ccc(Cl)cc3)o2)cc1	3.3*
COC(OC)c1ccnc(SCc2ccccc2Cl)n1	0.38
COc1ccccc1N1C(=O)c2cccnc2C1=O	2.5
Cc1ccc(NC(=O)c2ccc(F)cc2F)cc1NS(C)(=O)=O	-1.3
O=C(NC(=O)c1c(Cl)cccc1Cl)Nc1nc2cc(Cl)ccc2s1	-1
OCCCNCC(O)Cn1c2ccccc2c2ccccc21 (configuration not stated)	1.4
CSC(=NC(C)(C)CO)Nc1c(C)cccc1C	4.8*
C[C@H]1O[C@H](O[C@H]2[C@H](O)[C@@H](O)[C@@H](O[C@H]3[C@H](O)[C@@H](O)[C@H](O)O[C@@H]3CO)O[C@@H]2CO)[C@H](O)[C@@H](O)[C@@H]1N[C@H]1C=C(CO)[C@@H](O)[C@H](O)[C@H]1O	1.6
CCOc1nc(-c2ccccc2)ccc1-c1noc(-c2cc(OC)cc(OC)c2)n1	0.55
Cc1cc(C)c(C#N)c(Nc2cccc(Br)c2)n1	0.66
Cc1ccc(/C(O)=C2\C(=O)C(=O)N(CCCN(C)C)C2c2ccc(C)cc2)cc1 (configuration not stated)	2.9
CC(C)CC(C1=C(O)CCCC1=O)C1=C(O)CCCC1=O	-0.35
CC(C)(C)NC(=O)[C@@H]1CN(Cc2cccnc2)CCN1C[C@@H](O)C[C@@H](Cc1ccccc1)C(=O)N[C@H]1c2ccccc2C[C@H]1O	-0.48
Nc1ccc(-c2nc(-c3ccccc3)nc3ccccc23)cc1	0.46
O=C1c2ccccc2C(=O)C1(c1ccccc1)N1CCN(c2ccccn2)CC1	-0.38
CCOC(=O)c1cn(-c2ccc(N3CCC(C)CC3)nn2)nc1N	0.15
CSc1sc(-c2nc(C)cs2)c(C)c1-c1ccn(S(C)(=O)=O)n1	-0.01

The listing continues:
SMILES	Dicer inh
O=S1(=O)CC(S(=O)(=O)c2ccccc2)c2ccccc21 (configuration not stated)	0.7
COC(=O)C1=C(C)NC2=C(C(=O)CC(C)(C)C2)C1c1cccc(Cl)c1 (configuration not stated)	-0.94
Fc1ccc(N(Cc2ccc3c(c2)OCO3)C(=S)Nc2ccccc2Cl)cc1	1.1
COc1ccc(C(=O)/C=C/Nc2ccc(Cl)cc2Cl)cc1	-0.73
CCCC1=NN(C(=O)C(C)(C)C)C(=O)C1Cc1c(F)cccc1Cl (configuration not stated)	0.72
CCOc1ccc2nc(S/C=C/C(=O)c3ccc(CC)cc3)sc2c1	0.46
COc1ccc(C(=O)CN2C3=NCCCN3c3ccccc32)cc1	-0.59
CCOc1ccc(C2C(C(=O)OC3CCCCC3)=C(C)NC3=C2C(=O)CCC3)cc1OC (configuration not stated)	-0.32
O=C(OC(Cc1ccccc1)C(F)(F)F)c1ccc(Cl)cc1Cl (configuration not stated)	-0.27
O=C(CSc1nnc2nnc3cc(Cl)ccc3n12)N1CCOCC1	-1
FC(F)(F)c1ccnc(-n2ccc(-c3cccs3)n2)n1	-0.67
CCn1c(NC(C)c2ccccc2O)nc2ccccc21 (configuration not stated)	-0.15
Cn1nc(-c2ccccc2)cc1NC(=O)c1ccccc1C(=O)O	0.06
O=C1c2ccccc2S(=O)(=O)N1CCS(=O)(=O)c1ccc(Cl)cc1Cl	-0.33
Cc1c(O)c2cc(Cl)cc(Cl)c2[nH]c1=O	1.6
COCc1cc(C)nc(Nc2ccc(C)cc2)c1C#N	-0.19
Fc1ccc(OCc2nn3c(-c4ccccc4Cl)nnc3s2)cc1	1.1
COC(=O)c1cnn(C(=O)Nc2c(C)cccc2C)c1C(OC)OC	-0.12
COC(=O)c1cccc(C(=O)Oc2ccc(OC)cc2)n1	0.13
COc1ccc(-c2ocnc2C(=O)NCc2nn(-c3ccccc3)nc2C)cc1	-0.71
CC(=O)Oc1ccc(C2C3=C(Nc4c2c(=O)[nH]c(=O)n4C)c2ccccc2C3=O)cc1 (configuration not stated)	1.4
Nc1ncnc2nc(N3CCOCC3)[nH]c12	0.89
C=C1SC(Nc2cc(OC)cc(OC)c2)=NC1(C)C	15*
Nc1ccc(O)c(-c2nc3ccccc3s2)c1	1.9
Cc1ccc2nsnc2c1S(=O)(=O)Nc1ccc(Cl)cc1	0.42
Clc1ccc(SC2CN(C(c3ccccc3)c3ccccc3)C2)cc1	-2
CCNc1c2c(nc3ccccc13)CC(C)(C)CC2=O	3*
N#Cc1nc(COc2ccc(Cl)cc2)oc1NCCCn1ccnc1	0.74
COc1cccc(OC)c1C(=O)Nc1ccccc1NC(=O)c1c(OC)cccc1OC	-2.1
CCN1C(=O)C(O)(c2c[nH]c3ccccc23)c2ccccc21 (configuration not stated)	-0.05

Rewritten as a markdown table: part of the list above
| structure | Dicer inh |
| --- | --- |
| O=C1c2ccccc2S(=O)(=O)N1CCS(=O)(=O)c1ccc(Cl)cc1Cl | -0.33 |
| Cc1c(O)c2cc(Cl)cc(Cl)c2[nH]c1=O | 1.6 |

Part of the list above in order of heavy-atom count, largest number first:
SMILES	Dicer inh
COc1cccc(OC)c1C(=O)Nc1ccccc1NC(=O)c1c(OC)cccc1OC	-2.1
CC(=O)Oc1ccc(C2C3=C(Nc4c2c(=O)[nH]c(=O)n4C)c2ccccc2C3=O)cc1 (configuration not stated)	1.4
COc1ccc(-c2ocnc2C(=O)NCc2nn(-c3ccccc3)nc2C)cc1	-0.71
Fc1ccc(OCc2nn3c(-c4ccccc4Cl)nnc3s2)cc1	1.1
CCNc1c2c(nc3ccccc13)CC(C)(C)CC2=O	3*
C=C1SC(Nc2cc(OC)cc(OC)c2)=NC1(C)C	15*
Nc1ncnc2nc(N3CCOCC3)[nH]c12	0.89

Next entries
SMILES	Dicer inh
COc1ccc2nnc(-c3ccc(C(F)(F)F)cc3)n2n1	2.8
CCCNC(=O)O/N=C/c1csc([N+](=O)[O-])c1	-1.5
C[N+](C)=C/C=C(\N)SCc1cc(F)cc2c1OCOC2	0.29
O=C(O)c1c2ccccc2nc2ccccc12	0.11
O=C(O)c1ccc(Oc2ccc([N+](=O)[O-])cc2)cc1C(=O)O	-0.13
CSC1=N/C(=C\c2ccccc2O)C(=O)N1Cc1ccc(Cl)cc1	6.5
CCCc1[nH]nc2c1C1(CCN(C)CC1C)C(C#N)=C(N)O2 (configuration not stated)	-2.4
COC(=O)/C=c1\sc2nc3ccccc3n2c1=O	0.43
O=C(Nc1ccccc1N1CCOCC1)c1ccnc(N2CCC(O)(c3ccc(Cl)cc3)CC2)c1	0.14
Cc1ccc(C2/C(=C(\O)c3ccc(Cl)cc3)C(=O)C(=O)N2c2cccnc2)cc1 (configuration not stated)	-0.14
CCOC(=O)c1sc(NC(=O)COC(=O)CN2C(=O)C(=O)c3ccccc32)nc1C	-0.61
O=C(NCCSCc1ccco1)Nc1ccc(OC(F)(F)F)cc1	1.1
CCCc1cc(=O)n2[nH]c(SC)nc2n1	-0.05
O=c1c2ccccc2ncn1-c1cccc(Cl)c1	1.8
CC(C)(C)c1csc(-c2ccc(-n3cncn3)nc2)n1	-0.87
Cc1nnc(SCC(=O)n2c(C)c(C)c3ccccc32)s1	-1.2
O=C1CSC(c2cccnc2)N1c1ccc(I)cc1F (configuration not stated)	-0.87
O=C(O)c1cc(Br)cc(Br)c1	0.66
CCCCn1c(-c2nonc2N)nc2ccccc21	-0.34
O=C(Nc1ccc(Cl)cc1)c1cccc(C(=O)Nc2ccc(Cl)cc2)c1F	-0.89
O=C(Nc1csnc1-c1c(Cl)cccc1Cl)NN1CCOCC1	-0.81
CSc1nc(-c2ccc(Cl)cc2)[nH]c(=O)n1	-0.31
CC1CN(C(=O)CSc2nc(-c3cccs3)cc(C(F)(F)F)n2)CC(C)O1 (configuration not stated)	-0.42
N#CCC(=O)Nc1cc(C(F)(F)F)ccc1Cl	-1.6
O=C1/C(=C/c2ccc(Cl)cc2)CCC/C1=C\c1ccc(Cl)cc1	-1.1
COc1ccccc1NC(=S)NC1CC2CCC1C2 (configuration not stated)	-0.31
COc1cccc(I(OC(C)=O)OC(C)=O)c1	0.34
CCc1ccc2nc(NC3=NCN(CC4CCCO4)CN3)nc(C)c2c1 (configuration not stated)	-0.08
O=C1CCc2cc(C(=O)CSc3ccc(Cl)cc3Cl)ccc2N1	-1.3
O=C(NC1CC2CCC1CC2)c1ccccc1 (configuration not stated)	-0.38

Quoted from the entries so far, five compounds:
SMILES	Dicer inh
COc1ccccc1NC(=S)NC1CC2CCC1C2 (configuration not stated)	-0.31
COc1cccc(I(OC(C)=O)OC(C)=O)c1	0.34
CCc1ccc2nc(NC3=NCN(CC4CCCO4)CN3)nc(C)c2c1 (configuration not stated)	-0.08
O=C1CCc2cc(C(=O)CSc3ccc(Cl)cc3Cl)ccc2N1	-1.3
O=C(NC1CC2CCC1CC2)c1ccccc1 (configuration not stated)	-0.38

Next section:
SMILES	Dicer inh
Cn1c(N/N=C/c2cccs2)nc2c1c(=O)n(Cc1ccccc1)c(=O)n2C	-0.54
CC1(C)CC(=O)C2=C(C1)OC1=C(C2)C(=O)CC(C)(C)C1	0.85
CC(=O)OC[C@@H](OC(C)=O)[C@@H](OC(C)=O)[C@H](OC(C)=O)C(=O)O	-0.61
COCC(C)NC(=O)CCSc1nc(-c2ccco2)cc(C(F)(F)F)n1 (configuration not stated)	-1.3
CC(C)N(Cc1ccccc1)C(=O)c1ccc2c(c1)OCO2	-0.74
CCOC(=O)NC(=O)c1cn(Cc2cccs2)c(=O)n(C)c1=O	-1.1
O=C(NCc1ccccc1)N1c2ccccc2Sc2ccccc21	-0.87
OCc1ccc(-c2nn(Cc3ccccc3)c3ccccc23)o1	0.53
COC(=O)C1=C(C)NC2=C(C(=O)CC(C)(C)C2)C1c1cccc(Oc2ccccc2)c1 (configuration not stated)	0.19
CCOc1ccc(S(=O)(=O)N(CC)CC)cc1-c1nc2c(C(C)(C)C)nn(C)c2c(=O)[nH]1	1.5
CC(C)(C)c1ccc(C(=O)Nc2nnc(Sc3ccc([N+](=O)[O-])cc3C#N)s2)cc1	-1.2
CCOC(=O)Cn1cnc2c(sc3nc(C)cc(C)c32)c1=O	-0.62
CNS(=O)(=O)c1ccccc1S(=O)(=O)c1ccccc1C(=O)O	-3
O=S(=O)(c1ccc(F)cc1)N(Cc1ccco1)CC(O)Cn1c2ccccc2c2ccccc21 (configuration not stated)	-0.49
O=C(NCc1nnc2c(Cl)cc(C(F)(F)F)cn12)c1ccccc1	-1.2
CCOc1nc(C)ccc1-c1noc(-c2ccc(C)cc2)n1	1.4

Screens deposited in PubChem by Center for Chemical Genomics, University of Michigan.

Some of the compounds tested. The share of hits here may be higher or lower than overall.
